# Source: PubChem (several laboratories)
# L929 necroptosis: inhibitors of zVAD-triggered necroptosis, primary screen, L929 cells; 220,000 tested, 0.38% active; viability rescue, % at 10 µM; L929 zVAD necroptosis rescue, ATP luminescence, 24 h; with zVAD 60 µM; AID 1377, 2008;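 active means activation, scaled between plate controls, above about 75%, limit read from the data; inactive means activation under that limit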;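 further: 0% = zVAD with DMSO and 100% = DMSO alone without zVAD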
# FXIa inh 1536: human FXIa protease inhibitors, primary screen, biochemical, 1536-well; purified FXIa, Boc-Glu-Ala-Arg-AMC fluorogenic substrate; inhibition, % at 5 µM; 220,000 tested, 0.14% active; AID 798, 2007;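 active means inhibition of at least 40%; inactive means inhibition below 40%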;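 further: fluorescence of freed AMC excited at 355 nm; 0% = enzyme without compound and 100% = no enzyme blank; many of its hits are not listed in these tables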
# KCC2 mod: KCC2 cotransporter modulators, thallium flux, primary screen, cell-based, HEK293 KCC2, FluoZin-2 fluorescence, MLSMR | Solute carrier family 12 member 5 (Homo sapiens), Q9H2X9 | KCC2 cells, thallium flux FluoZin-2 fluorescence | B-score of Tl+ flux slope (higher = more flux/activation; lower = inhibition) at 10 µM | 190,000 tested, 2.2% active | AID 1456, 2008;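 active means thallium flux slope and its plate-corrected score both differing from the plate sample mean at a set confidence after two filtering rounds, in either direction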;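 further: slope of fluorescence scaled to starting intensity during 10 to 20 s after thallium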
# TNF necrop inh: inhibitors of TNF-alpha triggered necroptosis, primary screen, cell-based, Jurkat FADD-/-, single concentration | Jurkat FADD-/- TNF necroptosis rescue, ATP luminescence, 24 h; 0 = TNF only, 100 = no-TNF cells | 220,000 tested, 0.068% active | activation (protection from cell death), % at 10 µM;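 active means activation, meaning protection from cell death, of at least 50% relative to plate controls; inactive means activation below 50%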;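 further: necroptosis triggered by 40 ng/mL TNF-alpha added together with compound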
# FXIIa inh 1536: human FXIIa protease inhibitors, primary screen, biochemical, 1536-well. 220,000 tested, 0.3% active. inhibition, % at 5 µM. Coagulation factor XII (Homo sapiens), P00748. purified FXIIa, Boc-QGR-AMC fluorogenic substrate, 2 h; in the data active means inhibition above about 40%;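 further: 0% = enzyme with no compound and 100% = blank without enzyme; many of its hits are not listed in these tables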
# hK5 inh: human KLK5 protease inhibitors, primary screen, biochemical, 1536-well | AID 873, 2007 | 210,000 tested, 0.59% active | inhibition, % at 5 µM | recombinant hK5, fluorogenic AMC substrate cleavage | Kallikrein-5 (Homo sapiens), Q9Y337;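 active means inhibition of 40% or more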;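 further: 0% = enzyme controls without compound and 100% = no-enzyme blanks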
# Target sequence (Q9Y337 67-293 limits assumed): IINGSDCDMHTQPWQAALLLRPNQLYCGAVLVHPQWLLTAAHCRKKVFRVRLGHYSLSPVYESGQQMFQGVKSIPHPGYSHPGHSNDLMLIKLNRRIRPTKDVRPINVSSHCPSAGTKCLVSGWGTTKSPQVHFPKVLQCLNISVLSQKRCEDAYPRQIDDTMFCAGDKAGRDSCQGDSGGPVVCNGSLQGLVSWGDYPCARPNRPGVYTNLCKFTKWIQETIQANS
# Rad51 HR inh: human RAD51 strand exchange inhibitors, primary screen, biochemical, fluorescence. hRad51 DNA strand exchange, fluorescence dequenching. inhibition, % at 10 µM. 200,000 tested, 0.085% active. AID 1385, 2008;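 active means inhibition above 40% at the single screening dose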;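 further: 0% = DMSO control wells and 100% = blanks with heterologous ssDNA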
# Target sequence (Q06609 whole entry, looked up): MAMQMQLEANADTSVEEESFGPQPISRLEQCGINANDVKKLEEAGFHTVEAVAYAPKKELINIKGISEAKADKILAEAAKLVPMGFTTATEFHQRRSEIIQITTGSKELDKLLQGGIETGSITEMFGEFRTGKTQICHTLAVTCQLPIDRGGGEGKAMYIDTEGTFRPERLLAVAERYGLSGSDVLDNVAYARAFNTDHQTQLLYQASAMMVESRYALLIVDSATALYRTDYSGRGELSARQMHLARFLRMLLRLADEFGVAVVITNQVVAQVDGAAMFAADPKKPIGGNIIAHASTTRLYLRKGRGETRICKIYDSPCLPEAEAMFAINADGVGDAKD
#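 Test system – preformed human Rad51 ssDNA filaments · Reagent – Donor/quencher-labelled 47-bp dsDNA substrate · Incubation – 37 °C 15-min filament assembly, 30-min compound preincubation, 15-min exchange · Signal – FRET fluorescence dequenching, excitation 485 nm, emission 520 nm · Read-out – percent inhibition from fluorescence, normalised to plate control and blank means · Benchmarks – plate control and blank wells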
# Hck Nef HTS: inhibitors of Nef-activated human Hck kinase, primary screen, biochemical, Z-Lyte FRET, 384-well, Hck-YEEI; Recombinant Hck-YEEI plus Nef, Z-Lyte FRET kinase assay; 220,000 tested, 0.68% active; inhibition, % at 20 µM;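 active means Hck-Nef kinase inhibition above about 50%, limit read from the data; inactive means inhibition below that limit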;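 further: 0% = DMSO with Hck plus Nef and 100% = Hck alone without Nef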
# Target sequence (P08631 whole entry, looked up): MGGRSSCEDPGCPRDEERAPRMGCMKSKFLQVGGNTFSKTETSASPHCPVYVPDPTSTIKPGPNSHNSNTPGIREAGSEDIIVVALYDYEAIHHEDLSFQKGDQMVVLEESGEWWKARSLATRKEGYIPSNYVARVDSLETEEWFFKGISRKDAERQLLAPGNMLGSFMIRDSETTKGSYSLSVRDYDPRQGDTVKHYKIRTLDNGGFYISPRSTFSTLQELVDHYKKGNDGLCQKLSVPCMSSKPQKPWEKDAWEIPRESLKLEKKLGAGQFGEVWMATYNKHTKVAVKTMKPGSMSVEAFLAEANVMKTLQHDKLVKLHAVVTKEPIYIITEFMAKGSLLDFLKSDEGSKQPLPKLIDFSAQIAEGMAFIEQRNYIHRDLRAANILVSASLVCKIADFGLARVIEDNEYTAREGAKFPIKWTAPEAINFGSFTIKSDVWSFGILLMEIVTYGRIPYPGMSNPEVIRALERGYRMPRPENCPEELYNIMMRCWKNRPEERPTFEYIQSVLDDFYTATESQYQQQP
# thrombin 1536: human alpha-thrombin inhibitors, primary screen, counter-screen for coagulation protease inhibitor project, biochemical, 1536-well, fluorogenic AMC substrate | Prothrombin (Homo sapiens), P00734 | Boc-VPR-AMC fluorogenic substrate cleavage | inhibition, % at 5 µM | 220,000 tested, 0.26% active;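 active means inhibition at or above 40%; inactive means inhibition below 40%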;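 further: 0% = enzyme with no compound and 100% = wells without enzyme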
#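 System – human alpha-thrombin protein · Reagent – Boc-VPR-AMC substrate, 15 µM final · Compound – 5 µM single dose in 0.2% DMSO · Schedule – reaction at room temperature · Technique – AMC fluorescence at 355 nm excitation and 460 nm emission · Read-out basis – % inhibition relative to enzyme controls and enzyme-free blanks · Control set – no-compound enzyme wells and no-enzyme blanks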
# Numbers without * were called inactive; . = not tested or not shown. These rows are one share of the data; count on the stated rates, not on these rows.
SMILES	L929 necroptosis	FXIa inh 1536	KCC2 mod	TNF necrop inh	FXIIa inh 1536	hK5 inh	Rad51 HR inh	Hck Nef HTS	thrombin 1536
COc1ccc(S(=O)(=O)N2CCOC2CNC(=O)C(=O)NCc2cccnc2)cc1C (stereo not drawn)	0.7	-3	0.0071	-1.2	11	1	.	22	-4
CCCNC(=S)NCCN1CCCCC1	0.3	-3	-0.9	-1.4	5	-13	1	6	-4
Cn1c(SCc2ccccc2)nnc1-c1cnccn1	-0.2	5	-1.3	-1.1	8	-12	-8	1	-1
CC1CCCN(C(=O)COc2ccc(NC(=O)c3cccs3)cc2)C1 (stereo not drawn)	3.3	-4	-0.24	2.9	-4	-22	5	0	2
CCn1cnc2cc(NCc3nc4ccccc4n3Cc3ccccc3)ccc21	-0.9	14	0.085	-4.5	22	-1	-3	11	2
Cc1oc2cc3c(C(=O)N4CCN(c5ccccc5)CC4)c(C)oc3cc2c1C(=O)N1CCN(c2ccccc2)CC1	-0.7	.	-0.7	1.0	.	.	.	1	.
CCOCCc1nnc(NC(=O)CN2C(=O)c3ccccc3C2=O)s1	.	-4	1.2	1.5	5	27	1	1	-3
O=C1CC(N2CCC(c3nc4ccccc4o3)CC2)C(=O)N1 (stereo not drawn)	7.4	-5	0.038	1.4	10	-2	4	21	-4
CC(C(=O)NC1CCCc2ccccc21)N1CCN(c2ccc(F)cc2)CC1 (stereo not drawn)	0.2	0	-1.9	3.2	14	-10	2	1	-14
Cc1ccc2cc(/C=C/C(=O)c3ccco3)c(Cl)nc2c1	0.7	-2	1.1	-15	0	0	3	16	-6
Cc1ccccc1OCCOc1ccc([N+](=O)[O-])cc1/C=N/n1cnnc1	-1.7	-1	-0.95	-11	6	6	-19	24	-9
COc1ccc(C(C)=O)cc1CN1C(=O)NC2(CCCCCCC2)C1=O	1.8	-5	-0.55	2.5	5	-5	-7	1	-9

# Part of the list above, with two lines to a compound.
# Results follow in this order: L929 necroptosis | FXIa inh 1536 | KCC2 mod | TNF necrop inh | FXIIa inh 1536 | hK5 inh | Rad51 HR inh | Hck Nef HTS | thrombin 1536
> Cc1oc2cc3c(C(=O)N4CCN(c5ccccc5)CC4)c(C)oc3cc2c1C(=O)N1CCN(c2ccccc2)CC1
  -0.7 | . | -0.7 | 1.0 | . | . | . | 1 | .
> CCOCCc1nnc(NC(=O)CN2C(=O)c3ccccc3C2=O)s1
  . | -4 | 1.2 | 1.5 | 5 | 27 | 1 | 1 | -3

# Continuation.
SMILES	L929 necroptosis	FXIa inh 1536	KCC2 mod	TNF necrop inh	FXIIa inh 1536	hK5 inh	Rad51 HR inh	Hck Nef HTS	thrombin 1536
CCC(CC)C(=O)Nc1cc(=O)n(C)c(=O)n1C	0.1	4	4.1*	0.4	17	-6	2	0	-1
CCN(CC)c1nc(N)nc(N(c2ccccc2)c2ccccc2)n1	-0.2	4	0.33	-0.1	8	-15	5	1	-1
Cc1ccc2[nH]c(=O)c(CN(Cc3cccs3)Cc3nnnn3Cc3ccccc3)cc2c1	0.0	2	-1.2	-0.3	10	8	6	1	-3
Cc1ccc(N2C(=O)C(O)(C(F)(F)F)C3=C2CC(C)(C)CC3=O)cc1 (stereo not drawn)	1.7	8	0.12	1.0	3	-2	5	3	-3
COc1ccc(N2C(=O)C(Cc3ccccc3)NC2=S)cc1 (stereo not drawn)	1.1	4	1	-0.1	15	24	-6	-1	2
COc1ccc(/C=N/N=C2\SCC(=O)N2c2c(C)n(C)n(-c3ccccc3)c2=O)cc1OC	0.6	4	1.3	2.2	12	40	-8	0	25
Cc1ccc(CNC(=O)/C=C/c2cccs2)cc1	.	0	0.16	2.0	12	-11	17	4	-7
CN(Cc1ccon1)Cc1cn(C)nc1-c1ccc2c(c1)OCCO2	0.3	-1	0.72	0.4	2	-3	-16	13	-5
CN(c1nc(-c2ccc(Br)cc2)cs1)C1CCS(=O)(=O)C1 (stereo not drawn)	0.9	2	-0.12	-0.8	-1	-2	-9	33	-9
CC1(C)CC(=O)C(C=Nc2ccc(C(=O)c3ccccc3)cc2N=CC2=C(O)CC(C)(C)CC2=O)=C(O)C1	-0.4	0	-2	1.8	7	-5	-5	-37	6
CC1CCN(CCOc2ccccc2-c2ccccc2)CC1	-0.2	3	0.44	5.0	12	-10	.	3	0
CCOC(=O)NC(Nc1nnc(C)s1)(C(=O)OCC)C(F)(F)F (stereo not drawn)	-0.1	-12	-0.66	-2.3	6	-6	6	0	1
Cc1cc(C)n(-c2ccc(C(=O)Nc3ccc(S(=O)(=O)NCc4ccco4)cc3)cc2)n1	1.4	12	.	-12	9	7	-10	1	0
Cc1ccc(-n2cc(C(=O)c3ccc(N4CCN(C)CC4)cc3)nn2)cc1Cl	8.8	-8	0.0033	2.3	2	-10	14	16	-2
O=C1N/C(=N/NC(=O)c2cccc3ccccc23)S/C1=C\c1ccccc1OCc1ccccc1	0.2	-7	-0.69	-2.9	10	-221	1	8	2
CCOCCCNC(=O)/C(C#N)=C/c1ccc([N+](=O)[O-])o1	43	-5	0.018	1.0	5	-4	-42	19	-7
O=C(N/N=C/c1ccco1)C1COc2ccccc2O1 (stereo not drawn)	0.6	-1	0.3	1.3	6	-5	4	1	-7
COC(=O)c1ccccc1OCCOc1ccccc1C(=O)OC	-0.1	-1	0.47	-0.9	14	-5	4	2	-2
CC1(C)Cc2nc3sc4c(SCC(=O)NCc5ccccc5)ncnc4c3cc2CO1	-1.4	-7	.	-9.0	-7	3	-2	3	-4
CCS(=O)(=O)n1nc(-c2ccccc2)cc1N	2.0	-13	.	19	-4	5	-2	0	-2
Cc1nn(CCCC(=O)N2CCN(c3ccc(F)cc3)CC2)c(C)c1[N+](=O)[O-]	0.8	-10	-0.77	-2.8	4	-6	-11	9	-21
CC(C)OC(=O)CSc1nc(N)c(C#N)c(-c2cccs2)c1C#N	-0.3	18	-0.68	-2.9	28	-8	-4	0	0
Cc1ccc(CN2CCN(CC(=O)N3CCc4ccccc4C3)C2=O)cc1	-0.4	2	-1.2	-3.4	11	-11	1	4	-2
Cc1cccc(NC(=O)NCCN2C(=O)C3C4C=CC(C4)C3C2=O)c1 (stereo not drawn)	4.1	-7	.	1.8	2	-4	-6	2	5
N#Cc1nc(-c2ccccc2)oc1NCCN1CCCCC1	0.3	-1	.	1.6	8	-6	2	2	2
O=C(CSC1=NCCS1)Nc1ccccc1F	0.1	2	0.72	4.3	6	-20	6	-1	1
c1csc(-c2nnsc2-c2nc3ccccc3[nH]2)c1	0.5	4	-0.31	-2.1	6	3	-6	-3	-8
CCOc1ccc2nc(SCC(=O)NCc3ccc4c(c3)OCO4)[nH]c2c1	-0.2	-4	.	-4.5	2	-6	-4	2	-6
NNC(=O)c1ccc(COc2ccc([N+](=O)[O-])cc2)o1	-0.2	4	-0.013	1.9	10	-4	-8	-3	-4
O=C(CSc1ncn[nH]1)Nc1ccccc1C(=O)O	-0.3	6	1.2	-2.8	11	-27	-11	0	-2
Oc1ccc(CCC2CCCCN2Cc2nc(C3CC3)no2)cc1 (stereo not drawn)	-0.2	-3	-0.33	-0.8	6	-1	-1	13	-8
O=C(c1ccc(COc2c(F)c(F)cc(F)c2F)o1)N1CCN(c2ccccc2)CC1	0.0	-2	-2	-1.9	7	-10	2	1	0
Cc1cccc(-c2cc3nc4c(c(NCc5ccco5)n3n2)CCCC4)c1	-0.1	1	2	-3.1	7	-4	4	4	-4
O=[N+]([O-])c1ccc(CN2CCN(c3ccc4ccccc4n3)CC2)cc1	2.4	-7	0.96	1.4	-2	-12	20	18	-1
COC(=O)c1cc(CSc2nc3ccccc3[nH]2)oc1C	0.9	3	-0.018	-2.7	17	-9	.	10	1
O=C(c1c(F)c(F)c(F)c(F)c1F)N1CCN(c2cccc(C(F)(F)F)c2)CC1	0.2	2	-0.44	0.3	8	-7	-7	1	1

# Just FXIIa inh 1536 and L929 necroptosis, for 4 of the compounds above:
molecule,FXIIa inh 1536,L929 necroptosis
NNC(=O)c1ccc(COc2ccc([N+](=O)[O-])cc2)o1,10,-0.2
O=C(CSc1ncn[nH]1)Nc1ccccc1C(=O)O,11,-0.3
Oc1ccc(CCC2CCCCN2Cc2nc(C3CC3)no2)cc1 (stereo not drawn),6,-0.2
O=C(c1ccc(COc2c(F)c(F)cc(F)c2F)o1)N1CCN(c2ccccc2)CC1,7,0.0

# Remaining list, next part.
SMILES	L929 necroptosis	FXIa inh 1536	KCC2 mod	TNF necrop inh	FXIIa inh 1536	hK5 inh	Rad51 HR inh	Hck Nef HTS	thrombin 1536
Cc1nc(NC(=O)c2ccc([N+](=O)[O-])cc2Cl)sc1C(=O)N(C)C	0.0	5	0.52	1.0	7	-13	8	22	-6
COCCCn1c(=NC(=O)c2ccccc2)c(C#N)cc2c(=O)n3cccc(C)c3nc21	-0.1	-18	-0.25	-9.4	-19	-19	-36	82*	-9
CC(Sc1nc2ccccc2c(=O)[nH]1)C(=O)O (stereo not drawn)	-0.8	-16	.	0.8	4	-33	.	1	-3
Cc1cc(C)c2oc(C(=O)Nc3nnc(C(C)C)s3)cc(=O)c2c1	3.3	8	0.75	0.9	8	-6	-4	-3	1
Cc1cc2c(cc1C)C(c1ccsc1)CC(=O)N2 (stereo not drawn)	0.0	8	0.34	-2.0	9	.	.	5	-5
CN1CCN(c2ccc(NC(=O)c3ccc4c(c3)[nH]c(=O)n4Cc3ccc(F)cc3)cc2)CC1	5.5	0	-0.024	5.6	5	-14	8	10	-6
CCCCOc1ccc(C(=O)NCc2ccco2)cc1	-0.6	6	-0.66	-3.4	22	-8	-8	-1	3
COc1ccc(-c2cn3c(C)c(C(=O)NCc4ccc5c(c4)OCO5)sc3n2)cc1	0.1	.	-1.2	0.5	.	.	4	0	.

# Record cards, from the list above.
# CC1(C)CC(=O)C(C=Nc2ccc(C(=O)c3ccccc3)cc2N=CC2=C(O)CC(C)(C)CC2=O)=C(O)C1 across the screens: L929 necroptosis: -0.4; FXIa inh 1536: 0; KCC2 mod: -2; TNF necrop inh: 1.8; FXIIa inh 1536: 7; hK5 inh: -5; Rad51 HR inh: -5; Hck Nef HTS: -37; thrombin 1536: 6
# COc1ccc(N2C(=O)C(Cc3ccccc3)NC2=S)cc1 (stereo not drawn) across the screens: L929 necroptosis: 1.1; FXIa inh 1536: 4; KCC2 mod: 1; TNF necrop inh: -0.1; FXIIa inh 1536: 15; hK5 inh: 24; Rad51 HR inh: -6; Hck Nef HTS: -1; thrombin 1536: 2
